Source: PubChem
FLuc modulator: counter-screen for miR-21 project: firefly luciferase inhibitors or activators | purified FLuc, Km substrates, luminescence inhibition | P08659 | 360,000 compounds, 6.9% hits | AID 588342 | Potency, µM (doses to about 57.5 µM), inactives show at the top dose activity change, negative = inhibition, hits mostly inhibitors;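 further: potency means the concentration at half of the fitted maximal effect; plate controls were vehicle for no effect and reference inhibitor for full effect; nearly all actives have a fitted effect of over 55% in size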
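Purified P. pyralis luciferase, 10 nM final, with Km-level 10 uM D-luciferin and 10 uM ATP in 50 mM Tris acetate pH 7.5, 10 mM Mg acetate, 0.01% Tween-20, 0.05% BSA; 6-point qHTS titration about 60 µM downward; luminescence read.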
VP16 counter: Gal4-VP16 reporter inhibition counter-screen; Drosophila S2 Gal4-VP16 UAS-luciferase, luminescence, 20 h; Potency, µM (series often up to 53.6 µM), for the others: at the top dose activity, negative = inhibition, usual class: inhibitors; 310,000 compounds, 3.5% hits; AID 2546;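 further: Gal4-VP16 expression switched on by copper sulfate through the metallothionein promoter; potency means the concentration at half of the fitted maximal effect; on the % scale 0 is the no-effect control and ±100 the full control effect; nearly all actives have a fitted effect of over 50% in size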
ELG1 genotox: induces genotoxicity in HEK293T cells with luciferase-tagged ELG1 | HEK293T ELG1-luciferase reporter, luminescence, 16 h | Potency, µM (titrated, usually from 46 µM), for the others: at the highest dose activity change, positive = activation, usual class: activators | 330,000 compounds, 1.3% hits; further: potency means the concentration at half of the fitted maximal effect; % of control where 0% means no effect; nearly all actives have a fitted effect of over 60% in size
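ELG1-luciferase HEK293T cells, 2,000/well; compound pinned in; 16 hr, 37 °C, 5% CO2; ONE-Glo, 30 min RT; luminescence on CCD imager.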
uPA surface inh: cell surface uPA generation inhibition. cell surface uPA generation assay, qHTS. Potency, µM (doses to about 38.3 µM), for the others: at the top dose activity change, negative = inhibition, hits mostly inhibitors. 330,000 compounds, 0.31% hits; active means well fitted inhibition curve with a large enough effect; inconclusive means small, poorly fitted or top-dose-only effect; inactive means no such curve, though single readings can be large or run the other way; tested in mouse RAW 264.7 cells; further: potency means the concentration at half of the fitted maximal effect; on the % scale 0 is the no-effect control and ±100 the full control effect; nearly all actives have a fitted effect of over 55% in size
NPC1 prom act: activators of NPC1 promoter. Huh7 NPC1 promoter luciferase reporter, 24 h. Potency, µM (titrated, usually from 9.22 µM), for inactives: at the highest dose activation, hits mostly activators. 320,000 compounds, 2.4% hits. AID 485313;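 further: potency means the concentration at half of the fitted maximal effect; % of control where 0% means no effect; nearly all actives have a fitted effect of over 60% in size; reporter is driven by a mutant NPC1 promoter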
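Quantitative HTS used a cell-based reporter: Huh7 cells stably bearing the NPC1 promoter upstream of luciferase were treated with compounds for 24 h, and promoter activation was read as luminescence.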
Tb PFK block: blocks T. brucei phosphofructokinase | 330,000 compounds, 0.17% hits | Potency, µM (top dose mostly 57.5 µM), inactives show at the highest dose activity, negative = inhibition, most hits filed as inhibitors | O15648 | T. brucei PFK, ADP-Glo luminescence;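 further: potency means the concentration at half of the fitted maximal effect; 0% = uninhibited 1x PFK enzyme wells and -100% = no-enzyme wells; nearly all actives have a fitted effect of over 60% in size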
Target sequence (O15648 whole entry, looked up): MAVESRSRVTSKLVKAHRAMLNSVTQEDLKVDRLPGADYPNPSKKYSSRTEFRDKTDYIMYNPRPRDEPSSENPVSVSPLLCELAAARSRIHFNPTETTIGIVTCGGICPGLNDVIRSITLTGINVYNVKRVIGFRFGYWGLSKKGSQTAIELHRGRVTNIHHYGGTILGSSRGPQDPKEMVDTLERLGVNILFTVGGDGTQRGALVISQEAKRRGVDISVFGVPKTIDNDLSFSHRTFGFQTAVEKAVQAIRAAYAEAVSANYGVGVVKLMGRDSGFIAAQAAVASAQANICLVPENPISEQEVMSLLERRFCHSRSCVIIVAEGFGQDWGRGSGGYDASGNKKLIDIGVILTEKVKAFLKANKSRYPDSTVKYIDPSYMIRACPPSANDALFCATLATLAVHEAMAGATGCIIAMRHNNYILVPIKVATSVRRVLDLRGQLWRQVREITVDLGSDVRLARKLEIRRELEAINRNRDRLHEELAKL
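Activity is normalized to no-enzyme wells (full inhibition) and 1.25 nM enzyme wells (no inhibition). Reaction: 0.5 mM F6P, 0.1 mM ATP, 45 min RT, ADP-Glo luminescence; concentration-response curves fitted and classed by quality.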
FBPA coupling cs: inhibits coupling enzyme system, counter-screen for aldolase hits; coupling enzyme system counterscreen, AmpLite Red fluorescence; 290,000 compounds, 0.67% hits; activity change, negative = inhibition, % at 58.2 µM, hits read low; in the data active means activity change below about -30%; further: on the % scale 0 is the no-effect control and ±100 the full control effect
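Fluorescence at 525 nm excitation and 598 nm emission measured inhibition of the coupled detection system without aldolase. Compounds (at 57.5 uM final) were preincubated 10 min at room temperature with coupling enzyme reagent before a 20 min substrate/AmpLite Red step.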
Giardia killer: Giardia lamblia killing; Giardia lamblia trophozoite viability; activity change, % at 7.66 µM, hits read low; 340,000 compounds, 0.15% hits; in the data active means activity change below about -80%; inconclusive means between about -30% and that limit;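 further: parasites exposed to compound for two days anaerobically before the ATP read; on the % scale 0 is the no-effect control and ±100 the full control effect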
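Trophozoite viability was measured as ATP-dependent luminescence, read 15-30 min after reagent addition. Before that, parasites at 100 cells/well were exposed to compounds for 48 h, anaerobically, at 37 deg C.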
KCNH2 3.1 inh: inhibitors of human KCNH2 3.1 potassium channel isoform. AID 720553. activity change, % (tested at about 1.8 µM). 340,000 compounds, 0.95% hits. U2OS KCNH2 3.1, thallium flux FluxOr; hits give low values;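 active means maximum activity change below -70%; inconclusive means maximum activity change from -70% to -50%; inactive means maximum activity change above -50%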;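 further: thallium influx rate constant from kinetic fluorescence after stimulation buffer; on the % scale 0 is the no-effect control and ±100 the full control effect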
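We transduce U2OS cells with the mutant 3.1 virus, culture them overnight, load FluxOr with Red40 quencher for 45 min, then add stimulation buffer and read kinetically for 2 min to derive a normalized rate constant.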
Rab9 promoter act: Rab9 promoter activation. Huh7 Rab9 promoter-luciferase reporter, luminescence, 24 h. Potency, µM (highest dose often 9.22 µM), for inactives: top-dose activation, negative = inhibition, usual class: activators. 320,000 compounds, 2.8% hits; further: potency means the concentration at half of the fitted maximal effect; % of control where 0% means no effect; nearly all actives have a fitted effect of over 60% in size
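Cells were plated at 1500 per well in reduced-serum medium with 10% FBS and left 2 h. Compound in DMSO was then added for 24 h at 37 °C. Reporter signal was read by luminescence after 10 min with luciferase detection reagent.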
RORgamma inh: inhibitors of mouse ROR gamma transcriptional activity; Drosophila S2 Gal4-RORgamma UAS-luciferase reporter, 20 h; P51450; Potency, µM (top dose mostly 53.6 µM), without a hit: at the top dose activity change, negative = inhibition, actives largely listed as inhibitors; 310,000 compounds, 5.4% hits; further: potency means the concentration at half of the fitted maximal effect; on the % scale 0 is the no-effect control and ±100 the full control effect; nearly all actives have a fitted effect of over 60% in size
Target sequence (P51450 whole entry, looked up, the tested form may be a part): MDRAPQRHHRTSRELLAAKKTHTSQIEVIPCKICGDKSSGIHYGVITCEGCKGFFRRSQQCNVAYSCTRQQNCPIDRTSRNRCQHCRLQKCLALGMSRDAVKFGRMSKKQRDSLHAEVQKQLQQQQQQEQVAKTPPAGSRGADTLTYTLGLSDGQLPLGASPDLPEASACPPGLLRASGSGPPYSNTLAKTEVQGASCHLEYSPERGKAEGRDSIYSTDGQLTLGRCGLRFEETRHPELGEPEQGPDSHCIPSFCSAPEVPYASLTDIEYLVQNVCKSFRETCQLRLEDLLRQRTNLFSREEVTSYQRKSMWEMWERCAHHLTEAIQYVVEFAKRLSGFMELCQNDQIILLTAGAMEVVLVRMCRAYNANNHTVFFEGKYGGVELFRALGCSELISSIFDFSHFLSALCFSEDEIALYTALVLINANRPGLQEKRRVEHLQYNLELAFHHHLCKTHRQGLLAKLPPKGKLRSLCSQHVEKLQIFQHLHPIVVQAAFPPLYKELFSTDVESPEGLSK
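In this cell-based reporter format, copper sulfate (700 uM final) drives Gal4–ROR gamma fusion expression from a metallothionein promoter in Drosophila Schneider cells; compounds preincubated 1 hr, reporter read after 20 hr at ambient temperature.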
Active calls of the source: *; u = inconclusive; x = no result given; [ ] = dose if it differs, or a comment. Unless noted, the call rests on the fitted dose curve; in most records, active means well fitted curve in the direction sought with a large enough effect; inconclusive means small, poorly fitted or top-dose-only effect, or another doubt; inactive means no such curve, though single readings can be large; an effect the other way counts as inactive or inconclusive.

Structure | FLuc modulator | Giardia killer | Tb PFK block | KCNH2 3.1 inh | uPA surface inh | RORgamma inh | Rab9 promoter act | NPC1 prom act | VP16 counter | FBPA coupling cs | ELG1 genotox
CCN(CC)CCCNC(=O)c1cn(C)c2ccc(S(=O)(=O)N(C)C)cc2c1=O | -2% | 6 | -6% | -1 | -3% | -19% | -3% | -2% | -4% | 0 | -10%
COC(=O)c1ccccc1S(=O)(=O)NNC(=O)c1nn(C)c(=O)c2ccccc12 | x | -5 | 4% | 5 | -2% | x | x | x | x | x | 0%
Nc1nc(SCC(=O)Nc2cc(C(F)(F)F)ccc2Cl)[nH]c(=O)c1NC(=O)c1ccco1 | -2% | -1 | 4% | 4 | 7% | -3% | x | -2% | -10% | x | 3%
NC(=O)c1ccsc1NC(=O)CSc1ccccc1F | 21µM* | -1 | u | -8 | -7% | u | u | u | 1% | -3 | 10µM*
O=C(NCC1COc2ccccc2O1)c1cc(S(=O)(=O)N2CCOCC2)c(Cl)cc1Cl (stereo not given) | -2% | 12 | 3% | -8 | -4% | x | -6% | 3% | x | x | -8%
COc1ccc(CC(=O)Nc2cccc3ccccc23)cc1OC | 1% | 3 | 1% | 13 | -3% | u | -8% | -1% | -29% | 1 | -13%
O=C(Nc1ccccc1C(=O)NC(Cc1ccccc1)C(=O)NC1CCCCCC1)c1ccccc1 (stereo not given) | 4% | 14 | 5% | -27 | -4% | 16% | -1% | 0% | -3% | 0 | -9%
CCOC(=O)CSc1ccc(-c2nc3cc(C)c(C)cc3[nH]2)cn1 | 1.1µM* | -21 | -4% | -12 | -8% | 18µM* | u | u | u | -12 | u
Cn1cc(Cl)c(/C(N)=N/OC(=O)c2ccccc2C(F)(F)F)n1 | 12µM* | 0 | -2% | 1 | -14% | -32% | 4.5µM* | 3.5µM* | -10% | x | 21µM*
CC(C)Oc1cccc(C(=O)Nc2ncn[nH]2)c1 | u | -12 | 0% | 8 | 0% | 16µM* | 17% | 21% | u | 0 | 4%
CC(C)(C)c1ccc(OCC(O)CSc2ncn[nH]2)cc1 (stereo not given) | 2.1µM* | 5 | 1% | 1 | -2% | 10µM* | u | u | 5.6µM* | 1 | u
CO/N=C(/COc1ccc(F)cc1)c1ccc(OC)cc1 | 2% | 4 | 1% | 1 | -1% | 32% | -5% | 1% | 0% | 0 | 0%

Carrying on:
Structure | FLuc modulator | Giardia killer | Tb PFK block | KCNH2 3.1 inh | uPA surface inh | RORgamma inh | Rab9 promoter act | NPC1 prom act | VP16 counter | FBPA coupling cs | ELG1 genotox
CCCCC(CC)CNC(=O)CCS(=O)(=O)c1cccc2nsnc12 (stereo not given) | 0% | 5 | -2% | -8 | 1% | 28% | -4% | -2% | 3% | 1 | -1%
CCc1cc(=O)[nH]c(SCC(=O)NCc2ccc3c(c2)OCO3)n1 | 0% | 15 | -3% | 4 | 1% | x | 2% | -2% | x | x | -4%
Cc1ccc(OCC(=O)NC(=S)Nc2cccc(C)n2)cc1 | 0% | -1 | 3% | -3 | -1% | -43% | -4% | -1% | 2% | 2 | 2%
CC(C)(C)NC(=O)NC(=O)CSc1nnc2ccccn12 | -1% | 7 | -3% | 2 | -4% | -28% | 8% | 1% | -19% | 2 | 6%
CCCCN1C(=O)C(CC(=O)NCC)SC1=Nc1ccccc1 (stereo not given) | -2% | -3 | 1% | -12 | -2% | -37% | -5% | -4% | 5% | 2 | -1%
Brc1ccc2ncc(Br)cc2c1 | 2% | -15 | 1% | 5 | -17% | 10% | -6% | -3% | -1% | 0 | 3%
CCOc1ccc(N(C(=O)c2snc(C(N)=O)c2N)C(C(=O)NCC2CCCO2)c2c[nH]c3ccccc23)cc1 (stereo not given) | -1% | 1 | -4% | 16 | -8% | 25% | 0% | 3% | -9% | -2 | -7%
COc1ccc(-c2csc3nc[nH]c(=O)c23)cc1OC | -3% | 1 | 13% | -7 | -6% | 16% | 7%[1.84 µM] | -1% | 7% | 0 | 0%
COc1ccc(C2(c3ccc(OC)cc3)NC(=O)N(CC(=O)N3CCOCC3)C2=O)cc1 | 1% | 3 | -4% | -2 | 7% | x | -3% | -1% | x | x | 2%
Cc1ccc(S(=O)(=O)N(CC(=O)NCc2ccco2)Cc2ccccc2F)cc1 | -1% | -6 | -2% | -2 | -3% | -6% | -3% | -1% | -1% | -16 | -4%
O=C(Nc1nnc(C2CC2)s1)c1ccncc1 | u | -4 | 1% | 4 | 3% | 28% | 4% | 15% | u | x | 3%
COC(=O)CCCC(=O)N1CCCC(C(=O)c2ccc(-c3ccccc3)cc2)C1 (stereo not given) | -4% | -4 | 3% | 4 | -3% | 14% | -4% | 2% | 30% | 2 | -4%

Two records drawn at random from the list so far:
Structure | FLuc modulator | Giardia killer | Tb PFK block | KCNH2 3.1 inh | uPA surface inh | RORgamma inh | Rab9 promoter act | NPC1 prom act | VP16 counter | FBPA coupling cs | ELG1 genotox
O=C(Nc1nnc(C2CC2)s1)c1ccncc1 | u | -4 | 1% | 4 | 3% | 28% | 4% | 15% | u | x | 3%
COc1ccc(-c2csc3nc[nH]c(=O)c23)cc1OC | -3% | 1 | 13% | -7 | -6% | 16% | 7%[1.84 µM] | -1% | 7% | 0 | 0%

(cont.)
Structure | FLuc modulator | Giardia killer | Tb PFK block | KCNH2 3.1 inh | uPA surface inh | RORgamma inh | Rab9 promoter act | NPC1 prom act | VP16 counter | FBPA coupling cs | ELG1 genotox
COc1ccc(OC)c(NC(=O)CC2(CC(=O)O)CCCC2)c1 | 2% | -1 | 0% | 0 | 0% | 1% | 6% | -1% | 5% | -4 | -1%
CNc1oc(Cc2ccccc2)nc1S(=O)(=O)c1ccc(Cl)cc1 | 5% | 3 | -1% | 3 | -3% | 0% | 0% | -7% | -3% | 3 | -4%
CCOC(=O)Cc1csc(NC(=O)COc2ccc(N(C)S(=O)(=O)c3cccs3)cc2)n1 | 0% | 22 | 5% | -18 | -1% | 26% | -6% | -3% | -14% | -6 | -15%
O=C(O)C1C2C=CC(C2)C1C(=O)NCc1ccccc1 (stereo not given) | 2% | 10 | -7% | 3 | 0% | x | 1% | -2% | x | x | 3%
O=S(=O)(c1ccccc1)N1CCN(Cc2cccc(Cl)c2)CC1 | 4%[2.3 µM] | -14 | -4% | -5 | 5% | 26% | -2% | -8% | 0% | -8 | -2%
CC1(C)CC(=O)C(C=NCCN2CCN(C(=O)C34CC5CC(CC(C5)C3)C4)CC2)=C(O)C1 | 3% | -5 | 4% | 5 | -5% | u | 0% | -3% | 11% | -4 | -4%
CCOC(=O)CC1OC(=O)c2cc3c(cc21)C(=O)OC3CC(=O)OCC (stereo not given) | -2% | -6 | 0% | -3 | -2% | -6% | -9% | 0% | -5% | 3 | -1%
O=C(c1ccc(N2CCCC2=O)cc1)N1CCN(c2ccccc2)CC1 | -2% | -12 | 0% | -3 | 3% | 13% | 0% | -5% | 12% | 0 | 0%
Cc1ccc(CS(=O)Cc2ccc(C(=O)NC3CCCCCC3)o2)cc1 (stereo not given) | -2% | -14 | 1% | -2 | 4% | 15% | 2% | 0% | 8% | x | -1%
O=[N+]([O-])c1ccc(-c2ccc(S(=O)(=O)NCCN3CCCC3)cc2)cc1 | 5% | -7 | -8% | -90* | -6% | -32% | -15% | -12% | u | -1 | -5%
O=C(Cc1cccs1)Nc1nncs1 | 3% | -10 | -5% | 2 | 4% | 12% | -3% | -6% | -1% | -2 | 2%
Cc1ccc(S(=O)(=O)Nc2nc(C)c(NC(=O)OCCCl)s2)cc1 | -16% | 0 | 2% | -8 | 0% | -13% | -4% | 0% | 2% | -4 | 2%
Cc1cc(Cl)ccc1C(=O)C1CCCN(C(=O)c2n[nH]c3c2CCCC3)C1 (stereo not given) | -9% | -13 | -3% | 16 | -5% | u | 0% | -4% | -17% | 3 | -5%

Part of the list above, showing only uPA surface inh:
SMILES | uPA surface inh
COc1ccc(C2(c3ccc(OC)cc3)NC(=O)N(CC(=O)N3CCOCC3)C2=O)cc1 | 7%
Cc1ccc(S(=O)(=O)N(CC(=O)NCc2ccco2)Cc2ccccc2F)cc1 | -3%
O=C(Nc1nnc(C2CC2)s1)c1ccncc1 | 3%
COC(=O)CCCC(=O)N1CCCC(C(=O)c2ccc(-c3ccccc3)cc2)C1 (stereo not given) | -3%
COc1ccc(OC)c(NC(=O)CC2(CC(=O)O)CCCC2)c1 | 0%
CNc1oc(Cc2ccccc2)nc1S(=O)(=O)c1ccc(Cl)cc1 | -3%
